Compound activity: PubChem, several laboratories
SIAE primary = human SIAE inhibition, primary screen; Q9HAT2; 370,000 compounds, 0.69% hits; SIAE FP-Rh probe binding, fluorescence polarization; inhibition, % at 9.66 µM;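 active = inhibition above a cutoff: mean of compounds within the control limits plus 3 SD of those, cut at about 17% in these data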;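 also: 0% = plate median of compound wells and 100% = probe without SIAE protein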
TCR CD3 inh = human TCR-CD3 binding inhibition. inhibition, % at 9.4 µM. 360,000 compounds, 0.37% hits. TAMRA-labeled TCR probe fluorescence, biochemical; in the data active = inhibition above about 19%;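 also: recombinant mutant TCR 2C K166C tagged with TAMRA read by polarization; 0% = receptor in buffer alone and 100% = receptor with positive control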
NR1D1 modulator = Rev-erb alpha (human) modulation. Rev-erbα–FITC-DNA binding, fluorescence polarization, 90 min. P20393. activity, % at 10 µM. 370,000 compounds, 0.79% hits;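 active = activity above about 14%, limit read from the data; passing the limit was not always enough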;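 also: 0% = DMSO wells with 35 nM protein and 100% = DMSO wells with 750 nM protein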
rCAG binder = molecules binding r(CAG) RNA repeats; r(CAG) RNA repeat, TO-PRO-1 dye displacement fluorescence; 370,000 compounds, 1.3% hits; AID 651821; inhibition, % at 3 µM;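 active = inhibition above the plate cutoff, the mean of all test compounds on that plate plus 3 SD, cut at about 35% in these data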;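 also: 0% = DMSO alone and 100% = 100 µM mitoxantrone as full dye displacement; higher means more dye released from RNA so lower well fluorescence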
PG9 Ab binder = PG9 antibody binding by small molecule; TR-FRET gp120-PG9 antibody binding; AID 624416; 360,000 compounds, 0.43% hits; inhibition, % at 6.7 µM; in the data active = inhibition above about 8.5%
HTRA1 inh = inhibitors of human serine peptidase HTRA1; recombinant HTRA1, FP-rhodamine activity-based probe, fluorescence polarization; inhibition, % at 5.96 µM; 340,000 compounds, 0.5% hits; AID 504803; Q92743; in the data active = inhibition above about 36%;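 also: 0% = enzyme with DMSO and 100% = wells lacking enzyme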
Target sequence (Q92743 whole entry, looked up): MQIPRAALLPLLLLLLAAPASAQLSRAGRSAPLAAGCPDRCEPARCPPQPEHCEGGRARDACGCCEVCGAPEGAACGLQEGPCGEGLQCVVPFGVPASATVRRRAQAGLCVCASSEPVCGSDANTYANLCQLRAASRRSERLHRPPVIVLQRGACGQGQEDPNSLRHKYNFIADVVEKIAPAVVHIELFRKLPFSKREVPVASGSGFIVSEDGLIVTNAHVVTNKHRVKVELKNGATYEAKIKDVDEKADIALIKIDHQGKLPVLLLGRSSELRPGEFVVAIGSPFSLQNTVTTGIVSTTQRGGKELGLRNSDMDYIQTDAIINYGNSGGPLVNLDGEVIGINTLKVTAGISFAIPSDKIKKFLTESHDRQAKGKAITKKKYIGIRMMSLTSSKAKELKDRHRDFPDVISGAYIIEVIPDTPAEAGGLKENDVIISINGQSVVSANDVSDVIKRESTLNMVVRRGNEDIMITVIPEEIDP
LEDGF integ inh = blocks HIV-1 LEDGF/p75-dependent DNA integration | 370,000 compounds, 0.64% hits | TR-FRET IN-LEDGF/p75 DNA integration, Eu/Cy5 | inhibition, % at 3.7 µM;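 active = inhibition above the screen-wide mean plus 3 SD, cut at about 13% in these data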;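 also: signal is the Cy5 over europium emission ratio at 671 and 618 nm; 0% = plate median of compound wells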
mABHD4 FP = inhibits mouse alpha/beta hydrolase domain 4. Q8VD66. purified mABHD4, FP-Rh probe fluorescence polarization. inhibition, % at 8.92 µM. 370,000 compounds, 0.54% hits. AID 720543;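 active = inhibition exceeding the mean over every tested compound plus 3 SD, cut at about 30% in these data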;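 also: 0% = plate median of compound wells and 100% = S159A mutant with DMSO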
Target sequence (Q8VD66 whole entry, looked up, the tested form may be a part): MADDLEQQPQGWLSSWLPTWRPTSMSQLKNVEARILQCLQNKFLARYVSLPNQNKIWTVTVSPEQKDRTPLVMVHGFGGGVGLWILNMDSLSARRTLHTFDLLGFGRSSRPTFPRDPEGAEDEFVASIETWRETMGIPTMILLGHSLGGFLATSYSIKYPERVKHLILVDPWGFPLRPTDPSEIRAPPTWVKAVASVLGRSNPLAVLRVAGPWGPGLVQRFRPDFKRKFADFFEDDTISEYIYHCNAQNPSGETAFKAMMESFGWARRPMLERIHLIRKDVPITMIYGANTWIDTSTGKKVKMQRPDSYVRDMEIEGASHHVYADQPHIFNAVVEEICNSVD
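System: mouse ABHD4 enzyme, wild type / Medium: HEPES pH 7.0, NaCl, Pluronic buffer / Reagent: FP-Rh activity-based fluorescent probe / Control set: S159A mutant high control, sample median low control / Detection: fluorescence polarization with parallel and perpendicular emission, 525/598 nm / Schedule: 45 min + 60 min at 25 °C / Compound dosing: 8.92 µM, single dose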
TDP2 inh = TDP2 (human) inhibition, absorbance primary screen; O95551; recombinant TDP2, T5PNP hydrolysis, p-nitrophenol absorbance 415 nm; inhibition, % at 12.8 µM; 370,000 compounds, 0.34% hits; AID 720702;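 active = inhibition above the mean of all tested compounds plus 3 SD, set per campaign, cut at about 25% in these data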;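 also: 0% = DMSO with enzyme and 100% = buffer with substrate but no TDP2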
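test system = human TDP2 enzyme | input = TDP2 enzyme at 120 nM final | medium = 50 mM Tris-HCl pH 7.5 with Mg2+, KCl, DTT, BSA | also added = T5PNP substrate, 5 mM | times = 2 h at 37 °C | technique = epi absorbance | benchmarks = high control without enzyme, low control DMSO plus TDP2 | replication = each compound tested once, singlicate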
PRMT1 inh = blocks human protein arginine methyltransferase 1. Q99873. recombinant PRMT1, activity-based probe fluorescence polarization. inhibition, % at 2.79 µM. 370,000 compounds, 1.3% hits;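 active = inhibition above about 21% made by adding two undisclosed values, limit read from the data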
* hit, by the source's call; · = no result given. Not all compounds are listed; the hit share may differ from the screen's.

SMILES | SIAE primary | TCR CD3 inh | NR1D1 modulator | rCAG binder | PG9 Ab binder | HTRA1 inh | LEDGF integ inh | mABHD4 FP | TDP2 inh | PRMT1 inh
COC(=O)C1(Cc2cc(-c3ccc([N+](=O)[O-])cc3)no2)CCN(C(=O)OC(C)(C)C)CC1 | -1.5 | 2.0 | 2.2 | -0.9 | -0.5 | 12.0 | 0.7 | 1.3 | -4.7 | -0.5
CCOc1ccc(CN2CCN(CC3CC3)CC2CCO)cc1 (stereo not given) | 6.9 | -6.4 | -5.8 | -1.8 | -0.5 | 8.4 | 0.1 | 5.8 | -11.4 | -2.5
COc1ccc(C(=O)N2CCCC2(C)C(=O)O)cc1C(F)(F)F (stereo not given) | 7.1 | -3.8 | -3.1 | -2.2 | -1.0 | · | -1.8 | -10.7 | 7.4 | -5.0
CCOC(=O)C1=C(C)NC(=O)NC1c1c(C)nn(-c2ccccc2)c1Cl (stereo not given) | 4.6 | -1.1 | 1.3 | 0.7 | 1.4 | 0.6 | 0.9 | 4.5 | 5.2 | 0.0
Cc1ccc(CN(C)C(=O)C2CCCN2C(=O)c2cccs2)o1 (stereo not given) | 8.6 | 7.1 | -4.8 | 2.4 | -2.5 | 3.9 | -0.4 | -2.4 | 2.1 | 20.7
CCCCSc1nnc([C@H](CC(C)C)NC(=O)OC(C)(C)C)o1 | -0.4 | 3.4 | -7.0 | -13.1 | -2.6 | 1.4 | -2.6 | 5.3 | -5.9 | 2.0
O=C(COC(=O)C1CCN(S(=O)(=O)c2ccc3c(c2)OCCO3)CC1)Nc1cccc2ccccc12 | 17.6* | -1.7 | 1.9 | 1.7 | 0.3 | 2.2 | 3.9 | -0.5 | -12.2 | -4.2
CN(C(=O)CSc1nc2[nH]ncc2c(=O)[nH]1)c1ccccc1 | -4.0 | -2.2 | 1.3 | -1.9 | 2.0 | 1.4 | -3.4 | 3.0 | -1.3 | 1.4
OC(COc1cccc2ccccc12)CN1CCCC1 (stereo not given) | -2.2 | -2.3 | 5.8 | 8.6 | -0.2 | 8.9 | 0.4 | 4.2 | -5.3 | 2.1
Cc1ccc(-c2[nH]c(-c3ccc(C(=O)O)cc3)nc2-c2ccccc2)cc1 | 4.1 | 6.6 | 2.5 | 70.0* | -0.5 | -15.3 | 1.3 | 10.9 | -4.6 | -4.4
COC(=O)c1cc(S(=O)(=O)NCCc2ccc(C)cc2)c[nH]1 | 3.5 | -12.4 | 4.5 | 0.9 | -1.1 | -5.0 | 1.4 | -1.4 | 4.1 | 4.3
O=C(Nc1ccc([N+](=O)[O-])cc1)C1CC12CCC2 (stereo not given) | -8.8 | -0.5 | -4.6 | 0.7 | -1.0 | -5.3 | 4.5 | -3.0 | -9.3 | 1.4
Cc1ccc(C2=NN(C(=O)CSc3nccn3C)C(c3ccco3)C2)cc1 (stereo not given) | 4.1 | -0.5 | -0.5 | -7.7 | -1.5 | -2.2 | 1.0 | 3.0 | 5.1 | 0.2
Cc1cc2c(NC3CCCCC3)ncnc2s1 | -1.4 | -3.4 | -3.1 | -1.0 | 0.9 | 4.4 | -3.1 | 3.3 | 3.3 | 3.0
C[C@@H]1ON(C)[C@H]2C[C@H]3c4cc(-c5ccccc5)ccc4CCN3C[C@@H]12 | 0.0 | 8.6 | 11.4 | 7.8 | -0.3 | · | 0.8 | 9.8 | -8.6 | 1.7
Cn1cc(C2(c3c[nH]c4ccccc34)CCN(C(=O)OC(C)(C)C)CC2)c2ccccc21 | 2.8 | · | 14.8 | 5.1 | · | · | 6.2 | -31.9 | -0.1 | -2.4
COc1ccc(C2=NN(c3ccc(C(=O)O)cc3)C(c3ccc(OC)c(OC)c3)C2)cc1 (stereo not given) | -8.5 | 3.4 | -2.0 | 39.2* | 0.4 | -2.1 | 4.1 | 68.8* | 3.0 | -0.1
Cc1ccccc1/[N+]([O-])=C/c1ccncc1 | 2.6 | -7.9 | -0.8 | 0.2 | -1.8 | 2.2 | -0.5 | 0.7 | -4.6 | 14.1
COC(=O)c1ccc(C)c(NC(=O)CN(c2cc(OC)ccc2OC)S(C)(=O)=O)c1 | 9.7 | 14.5 | 0.8 | -3.3 | -2.0 | 0.7 | 0.3 | 1.8 | 5.7 | -2.9
CCOc1ccc(N2C(=O)CC(N3CCN(C4CCc5ccccc5C4)CC3)C2=O)cc1 (stereo not given) | -0.1 | -4.8 | 8.9 | 1.3 | -0.9 | 4.3 | -1.1 | -18.8 | -14.3 | 2.5
CN1C(=O)c2c(sc3c2CC(C)(C)SC3)N2CCN=C12 | -1.9 | 6.5 | 3.7 | -2.4 | -2.8 | 2.7 | -0.3 | 5.5 | 3.4 | 0.3
Cc1nn(-c2ccccc2)c2c1C1(C(=O)N(C)c3ccccc31)C(C#N)=C(N)O2 (stereo not given) | -0.1 | 4.5 | -0.6 | -3.2 | -4.2 | 4.2 | -5.0 | 4.1 | 3.7 | 0.5
CC(C)NCC(O)COc1ccc(Br)cc1 (stereo not given) | -1.8 | -0.4 | -1.7 | 1.5 | -4.5 | -6.0 | 1.0 | 3.5 | -2.2 | -0.9
CCCCN(C(=O)C(C)N1C(=O)c2ccccc2C1=O)c1c(N)n(CC(C)C)c(=O)[nH]c1=O (stereo not given) | 0.9 | 1.9 | -3.6 | -0.6 | -0.1 | 4.5 | 6.3 | 1.5 | 7.9 | -3.6
O=C(N/N=C/c1ccc2cccc(OCc3ccccc3)c2n1)c1ccc(Br)cc1 | -13.9 | 7.5 | -15.9 | 9.8 | 1.0 | -65.2 | 1.6 | -22.5 | 1.4 | -0.6
Cc1ccc(C(=O)C[n+]2cc(Br)cc(Br)c2)cc1[N+](=O)[O-] | -1.5 | 1.3 | -0.7 | 15.9 | 0.0 | 1.6 | 1.6 | 14.1 | 0.1 | -0.1
Cc1cccc(N=C2NC(=O)/C(=C/c3cccnc3)S2)c1C | -0.6 | 7.5 | 8.8 | 11.2 | -1.6 | -6.5 | 5.8 | -1.7 | -14.9 | -0.6
COc1ccc(N2CCN(C(=O)c3ccc(CS(=O)c4cccc(C)c4)o3)CC2)cc1 (stereo not given) | 2.4 | -3.0 | 2.0 | -5.8 | -1.2 | 2.0 | -1.5 | 0.0 | -6.0 | 4.5
O=C(Nc1ccc(S(=O)(=O)Nc2ncccn2)cc1)c1cc([N+](=O)[O-])ccc1Cl | -4.2 | -1.6 | 6.3 | 0.1 | 0.1 | 4.2 | -1.3 | 3.2 | 14.3 | 3.9
N#CCSc1nnc(CNc2cccc(Cl)c2)o1 | 3.1 | -2.7 | 0.3 | -2.0 | 2.2 | 2.0 | 0.3 | 1.1 | 4.1 | -1.0
O=C(CSc1nnc(COc2ccc(Cl)cc2)o1)N1CCOCC1 | -5.3 | 1.1 | -4.7 | -4.9 | 1.1 | 2.0 | -4.5 | 6.5 | 7.7 | 1.6
Cc1cccc(NC(c2ccc(O)cc2)c2ccc3ccc(C)nc3c2O)n1 (stereo not given) | 0.4 | -0.2 | 0.6 | 2.4 | -0.9 | 23.4 | -16.2 | 2.7 | 4.7 | 10.9
COC(=O)C1=C(NC(=O)c2ccc(Br)cc2)CCS1 | 9.5 | 1.0 | 13.9 | -4.9 | -1.4 | 0.1 | -3.0 | -3.4 | -1.0 | -3.7
COc1ccc2nc(NC(=O)CSc3nnnn3C3CCCCC3)sc2c1 | -12.8 | 5.3 | -1.8 | 2.0 | 0.5 | -32.1 | 2.7 | -8.6 | 2.9 | -3.0
O=C(O)c1cccnc1Oc1ccccc1 | 0.5 | 8.8 | 3.6 | -0.1 | -0.4 | 0.6 | -1.4 | 7.5 | -0.3 | -0.7
CCOc1ccc(C(=O)CCN2CCOCC2)cc1 | 0.5 | 2.0 | -2.0 | 1.9 | 2.9 | -1.8 | 3.1 | 6.7 | -4.6 | 21.4*
CC(C)NS(=O)(=O)c1ccc(CCC(=O)Nc2ccc3c(c2)OCO3)cc1 | 3.5 | -2.7 | 5.8 | -2.4 | 1.8 | 5.6 | -0.7 | 2.3 | 4.3 | -3.9
Nc1nc(CN2CCOCC2)cs1 | 2.5 | -6.9 | 6.6 | 2.1 | 0.3 | -1.7 | 0.4 | 3.4 | 11.1 | 1.2
COc1ccccc1-c1cnc(C(O)c2cc(C)c(OC)c(C)c2)[nH]1 (stereo not given) | 0.9 | 8.9 | -0.2 | 2.2 | 0.8 | · | -2.0 | 9.3 | 0.2 | -2.5
CCCN(Cc1ccccc1)C(=S)Nc1ccc(C(C)=O)cc1 | -1.8 | -5.5 | 3.2 | -0.4 | 0.9 | -3.6 | 8.5 | -11.3 | -6.6 | -4.9
Cn1nnc2cc(C(=O)Nc3cccnc3)ccc21 | -4.5 | 5.3 | -1.3 | 2.7 | -0.3 | -1.7 | 1.5 | 7.1 | -9.6 | -0.9
COc1cc(C2=Nc3c(c(C)nn3-c3ccccc3)P(=O)(N3CCOCC3)O2)cc(OC)c1OC (stereo not given) | 4.5 | -5.3 | -2.5 | 2.3 | 0.6 | -0.4 | -1.9 | -0.2 | 8.2 | -4.7
CC(C)(C)NCC(O)Cn1cc(C=O)c2ccccc21 (stereo not given) | 6.4 | -5.9 | 12.4 | 1.7 | -1.3 | 0.9 | 0.0 | 1.3 | -13.0 | -6.9
CCOC(=O)C(=NCC1CCCO1)NNc1cc(Cl)ccc1Cl (stereo not given) | 11.0 | 6.6 | 11.3 | -1.5 | -1.9 | 6.7 | 0.3 | 4.4 | -12.3 | 0.1
O=C(c1ccccc1)n1ccc2ccc(-c3ccc4ccn(Cc5ccccc5)c4c3)cc21 | -11.1 | · | 12.3 | 14.9 | · | · | -1.1 | -12.8 | 2.2 | -4.9
C[C@H](CO)N1C[C@H](C)[C@@H](CN(C)C(=O)CCCN(C)C)OCc2cn(nn2)CCCC1=O | 10.5 | -2.6 | 0.4 | 1.1 | -1.3 | 7.8 | -12.1 | -5.0 | 4.1 | -2.0
O=[N+]([O-])c1ccc(/C=N/Nc2nc(N3CCCCC3)nc(N3CCCCC3)n2)cc1 | 3.8 | -0.8 | 0.1 | -2.6 | -1.5 | 1.9 | 0.3 | -2.4 | 7.8 | -3.8
O=[N+]([O-])c1ccc(O)c(/C=N/NC(=S)Nc2ccc(Cl)cc2Cl)c1 | 14.0 | 22.9* | 5.0 | 45.8* | 0.3 | 31.9 | 2.0 | 34.6* | -9.2 | -2.2
CCOc1cccc(CN2CCCC(N3CCc4ccccc4C3)C2)c1O (stereo not given) | 12.0 | 4.9 | -4.1 | -5.1 | -3.5 | 1.9 | -2.1 | 5.6 | 6.7 | -2.2
